# Source: PubChem BioAssay
# PNC inhibitor = inhibitors of perinucleolar compartment assembly; PC3M PTB-GFP, PNC prevalence imaging, 16 h; active compounds read low; activity change (PNC), negative = inhibition, % at 10 µM; 140,000 tested, 3.1% active;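 active = readout at or below -70, meaning at least 70% loss of cells showing the perinucleolar compartment, a nuclear body marking cancer cells; inconclusive = readout between -30 and a set limit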;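 note: plate controls were DMSO wells for no effect and camptothecin positive control wells for full effect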
#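 PC3M cells stably expressing PTB-GFP, 750–1000 cells/well, treated 16 h at 37 °C with compound (23 nl of library stock), in duplicate. After paraformaldehyde fixation and Hoechst stain, imaged at 20x; PNC prevalence scored by image analysis.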
# 12-hLO inh = blocks human 12-lipoxygenase activity | purified 12-hLO, xylenol orange hydroperoxide absorbance | Potency, µM (doses to about 57.1 µM), for the others: at the highest dose activity change, negative = inhibition, usual class: inhibitors | 150,000 tested, 0.12% active | AID 1452; note: potency is the fitted concentration of half-maximal effect; nearly all actives have a fitted effect of over 55% in size; many of its hits are not listed in these tables
# Target sequence (P18054 whole entry, looked up): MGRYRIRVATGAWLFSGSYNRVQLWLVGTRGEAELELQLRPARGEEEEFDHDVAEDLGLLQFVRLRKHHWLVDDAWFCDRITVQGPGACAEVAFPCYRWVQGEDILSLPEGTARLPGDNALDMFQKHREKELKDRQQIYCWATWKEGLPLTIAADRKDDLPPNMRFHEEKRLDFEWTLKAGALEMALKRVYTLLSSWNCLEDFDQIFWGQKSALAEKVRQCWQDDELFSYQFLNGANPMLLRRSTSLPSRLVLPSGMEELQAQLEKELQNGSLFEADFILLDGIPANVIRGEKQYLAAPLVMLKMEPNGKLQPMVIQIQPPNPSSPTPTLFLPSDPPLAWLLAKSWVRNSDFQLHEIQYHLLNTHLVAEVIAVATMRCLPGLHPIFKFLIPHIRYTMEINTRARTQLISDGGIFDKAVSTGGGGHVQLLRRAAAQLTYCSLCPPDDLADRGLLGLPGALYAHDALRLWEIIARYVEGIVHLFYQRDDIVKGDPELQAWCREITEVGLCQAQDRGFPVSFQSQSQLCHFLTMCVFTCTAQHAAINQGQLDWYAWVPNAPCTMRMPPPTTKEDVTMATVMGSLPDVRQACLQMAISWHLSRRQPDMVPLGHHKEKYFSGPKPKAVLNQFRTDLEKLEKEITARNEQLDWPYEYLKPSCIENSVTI
#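 Lipoxygenase turnover measured by absorbance at 573 and 405 nm after Fe-XO development. Human 12hLO 150 nM, arachidonate 40 uM, pH 7.0 Hepes buffer with detergent; 15 min compound preincubation, 30 min reaction.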
# IMPase cell inh = IMPase inhibition in cells; 120,000 tested, under 10 active; CHO-M1 cells, IP1 accumulation, HTRF TR-FRET ratio; P97697; inhibition (IP1 accumulation), % at 46.1 µM; active = well fitted curve in the direction sought with a large enough effect in the signal ratio, not every such curve was filed as active; inconclusive = small, poorly fitted or top-dose-only effect, or a change in a side signal; inactive = no such curve, though single readings can be large or run the other way; the % refers to the signal ratio;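 note: cells stimulated with carbachol in lithium chloride buffer; plate controls were DMSO basal wells for no effect and reference inhibitor wells for full effect; higher means more IMPase inhibition seen as more IP1 and lower FRET ratio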
# Target sequence (P97697 whole entry, looked up): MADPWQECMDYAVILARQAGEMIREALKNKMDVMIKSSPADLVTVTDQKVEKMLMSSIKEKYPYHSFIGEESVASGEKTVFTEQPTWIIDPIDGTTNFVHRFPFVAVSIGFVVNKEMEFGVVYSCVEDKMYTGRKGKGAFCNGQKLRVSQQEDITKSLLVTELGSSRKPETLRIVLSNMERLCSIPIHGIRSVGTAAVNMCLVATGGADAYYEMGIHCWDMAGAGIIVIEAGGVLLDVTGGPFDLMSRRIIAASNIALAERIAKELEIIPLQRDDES
#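 The IP-One HTRF competitive assay in carbachol-stimulated CHO-M1 cells quantifies cellular IP1. Compounds spanned up to 46 uM final, and activity is expressed as AC50 from concentration-response fits of the ratio and donor data.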
# 15-hLO-2 inh = inhibitors of human 15-lipoxygenase 2 (ALOX15B). purified 15hLO-2, xylenol orange hydroperoxide absorbance. O15296. Potency, µM (highest dose often 57.1 µM), for inactives: top-dose activity change, negative = inhibition, hits mostly inhibitors. 110,000 tested, 0.56% active; note: potency is the fitted concentration of half-maximal effect; nearly all actives have a fitted effect of over 60% in size; many of its hits are not listed in these tables
#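 Purified human 15hLO-2 (50 nM) preincubated 15 min with compound, then 45 uM arachidonic acid for 90 min at RT in 25 mM Hepes pH 7.5, 0.01% Triton X-100. Hydroperoxide detected by Fe-xylenol orange; 573/405 nm absorbance ratio.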
# Numbers without * were called inactive; ? = inconclusive; . = not tested or not shown; [ ] = another dose, or the depositor's remark. Unless noted, calls come from the whole dose curve; as a rule, active = well fitted curve in the direction sought with a large enough effect; inconclusive = small, poorly fitted or top-dose-only effect, or another doubt; inactive = no such curve, though single readings can be large; an effect the other way counts as inactive or inconclusive. Unless noted, % is set by controls: 0 for no effect and ±100 for the full control effect.
molecule	PNC inhibitor	12-hLO inh	IMPase cell inh	15-hLO-2 inh
Cn1c(=O)cc(OCCCC(=O)Nc2cccnc2)c2ccccc21	-16	-1%	-2	8%
CCCN1C(=O)c2cccc3c(N4CCCCC4)ccc(c23)C1=O	-88*	0%	.	.
COc1cc(CNn2c(C)n[nH]c2=S)cc(Cl)c1OCc1ccc(F)cc1	-7	?	2	?
CS(=O)(=O)N(CC(=O)N1CCC(C(N)=O)CC1)c1ccc(Cl)c(C(F)(F)F)c1	15	12%	8	3%
O=C(NCCCN1CCCC1=O)c1cccnc1	?	0%	-8	0%
O=C(O)CSc1nnc(Cc2ccccc2)n1Cc1ccccc1	?	9%	8	0%
Cc1cccc(C)c1NC(=O)C1CCCN(CCCc2ccccc2)C1 (stereo unspecified)	20	0%	8	32%[activator]
Cc1[nH]c(=O)c(C(=O)/C=C/c2ccccc2)c2c1CCCC2	27	1%	-1	-6%
CCc1cccc(CC)c1N(COC)C(=O)Cn1c(C(C)O)nc2ccccc21 (stereo unspecified)	?	-4%	1	-3%
COc1ccc(C(=O)Nc2ccc(Cl)c(Cl)c2)c(OC)n1	23	0%	2	1%
Cn1c(SCC(=O)NCc2ccco2)nnc1-c1ccccc1	31	-3%	0	.
Cc1cc(N2CCN(C)CC2)nc2ccc(NC(=O)c3ccc(Br)o3)cc12	-8	9%	10	0%

# Going on with the list:
molecule	PNC inhibitor	12-hLO inh	IMPase cell inh	15-hLO-2 inh
Cc1ccc(C)c(S(=O)(=O)N2CCN(C(=O)Cn3c(C(F)(F)F)nc4ccccc43)CC2)c1	-2	7%	5	7%
CC1(C)CC(NC(=O)CC2CCCCC2)CC(C)(C)N1	-4	-3%	1	-1%
Nc1cc(S(=O)(=O)O)cc2ccc(S(=O)(=O)O)cc12	.	-2%[11.4 µM]	.	0%[11.4 µM]
O=C(NCc1ccc2c(c1)OCO2)c1ccc(N2C(=O)C3CCCCC3C2=O)cc1 (stereo unspecified)	?	4%	-3	1%
CCOCC(=O)Nc1c(C(=O)Nc2ccc(OC)cc2OC)oc2ccccc12	1	0%	8	-2%
COc1ccc(N2C(=O)/C(=C/c3ccc([N+](=O)[O-])cc3)C=C2c2ccccc2)cc1	4	-10%	-3	?
CCCC1c2c(ccc3ccccc23)Oc2ccc3ccccc3c21	.	-2%[11.4 µM]	.	-7%[11.4 µM]
COc1cc2c(cc1OC)CN(Cc1cccs1)CC2	14	2%	-9	-3%
O=C(NCc1cccnc1)C(=O)NCC1OCCN1S(=O)(=O)c1ccccc1 (stereo unspecified)	22	-2%	.	.
Cc1ccc(C)c(N2CCN(C(=O)CCCN3C(=S)NC(C)(C)CC3C)CC2)c1 (stereo unspecified)	0	-11%	.	.
Cc1ccc(S(=O)(=O)N/N=C\c2ccc3c(c2)OCO3)cc1	14	-30%	3	-4%
Cn1c(COc2ccccc2)nnc1SCC(=O)Nc1ccc(N2CCOCC2)c(Cl)c1	46	1%	-7	0%

# More results
molecule	PNC inhibitor	12-hLO inh	IMPase cell inh	15-hLO-2 inh
CC1CCCCN1c1nc(-c2ccncc2)nc2ccccc12 (stereo unspecified)	56	-1%	4	58%[activator]
C=CCOc1ccc2cccc(/C=N/NC(=O)c3cc4cc([N+](=O)[O-])ccc4s3)c2c1	?	0%	6	10µM*
CCOC(=O)N1CCC(NC(=O)CCC(=O)N2CC(C)Oc3ccc(Cl)cc32)CC1 (stereo unspecified)	32	-5%	-2	3%
Cc1cccc(C)c1NC(=S)NN1CCN(C)CC1	-13	1%	3	-3%
NC(=O)Cc1nc(-c2ccccc2)cs1	-6	0%	.	.
CCN(CC)S(=O)(=O)c1ccc(Cl)c(NC(=O)c2ccc(C#N)cc2)c1	-97*	-1%	.	.
COc1cc(OC)cc(-c2nnc(Nc3nc4c(F)cccc4s3)o2)c1	10	6%	2	-4%
CC1CN(CCOc2ccccc2-c2ccccc2)CC(C)O1 (stereo unspecified)	25	-12%	.	.
COc1ccc(C(=O)CSc2nnc(NC(=O)C3CC(=O)N(c4cccc(OC)c4)C3)s2)cc1 (stereo unspecified)	?	-2%	.	.
CC1=CC2=NC(=O)CC(C)(C(=O)N(CC(=O)NC(C)(C)C)Cc3cccs3)N2C=C1 (stereo unspecified)	?	4%	3	.
Cc1ccc(C(=O)NCc2ccco2)cc1Br	14	5%	-5	-11%
CCC(=O)N1CCc2cc(S(=O)(=O)NC(CC(C)C)C(=O)N3CCc4ccccc43)ccc21 (stereo unspecified)	?	1%	-4	-7%

# Next part
molecule	PNC inhibitor	12-hLO inh	IMPase cell inh	15-hLO-2 inh
O=C(COc1ccccc1)Nc1ccc(-c2nnc(-c3ccco3)o2)cc1	-13	-2%	3	-4%
CCOC(=O)c1c(C)n(C)c2ccc(O)c(S(=O)(=O)c3ccccc3)c12	?	6%	7	-1%
CCCN1C2CCCC1CC(NC(=O)NC1CCCCC1)C2 (stereo unspecified)	21	-2%	17	3%
O=C(CNc1cccc2ccccc12)N/N=C/c1ccc([N+](=O)[O-])o1	-26	-5%	-2	.
COc1ccc(OC)c(C(=O)c2coc3ccc(OC)cc23)c1	-13	-4%	11	2%
COc1ccccc1OCCn1cc(/C=C(\C#N)C(=O)NCc2ccco2)c2ccccc21	-2	-1%	.	.
CN(C)/C(CN1CCOCC1)=C1\N=C(c2ccccc2)OC1=O	49	-2%	-2	-18%
COc1cc2c(cc1OC)CN(C(=O)c1cc(S(=O)(=O)N3CCOCC3)ccc1Cl)CC2	?	-6%	5	-13%
Cn1c(=O)[nH]c(=O)c2c1nc(CN1CCOCC1)n2Cc1ccc(F)cc1	32	-1%	5	-1%
CC(=O)c1c(N2CCCCC2)nc(=S)n(Cc2ccccc2)c1C	?	-5%	2	-8%
CCc1nnc(NS(=O)(=O)c2ccc(N/C=C\C(=O)c3ccc(C)cc3)cc2)s1	-7	-24%	4	-28%
COc1ccc(S(=O)(=O)N(CC(N)=O)C2CCCCC2)cc1Cl	5	-7%	-2	1%

# (continued)
molecule	PNC inhibitor	12-hLO inh	IMPase cell inh	15-hLO-2 inh
Clc1ccc(-c2nc3n(n2)Cc2ccccc2-3)cc1	?	8%	-3	.
Cc1ccc(-c2nnc(N(C)C(=O)c3ccncc3)s2)cn1	?	-2%	-2	-3%
O=C(CN1C(=O)S/C(=C/c2cccs2)C1=O)N1CCOCC1	6	-3%	6	-2%
CN(C(=O)COc1cc(=O)n(C)c2ccccc12)c1ccc(Cl)cc1	12	-5%	2	8%
CCOc1cc(C(c2c(C)[nH][nH]c2=O)c2c(C)[nH][nH]c2=O)ccc1OC(=O)c1cccc([N+](=O)[O-])c1	9	-16%	3	25%
Cc1ccnc(N2CCCC(C(=O)Nc3nnc(C)s3)C2)n1 (stereo unspecified)	-24	-5%	-1	3%
Cc1cc(C(=O)CSc2nc3ccccc3n2CCC#N)c(C)n1Cc1cccs1	-11	-3%	7	1%
CC(N=C(NS(=O)(=O)c1ccc(Cl)cc1)c1ccccc1)C(=O)O (stereo unspecified)	-19	1%	-5	-4%
CC(C)=CC(=O)OCC(=O)Nc1nc(C)c(Cl)cc1Cl	22	-1%	-8	-8%
COc1ccc(S(=O)(=O)N(CCc2ccccc2)CC(=O)O)cc1	-11	7%	3	-3%
Cc1ccc(NC(=O)c2cc(S(=O)(=O)N3CCOCC3)c(Br)s2)cc1	-9	-1%	.	.
COc1ccc(C(=O)Nc2ccc3c(c2)OCO3)cc1OC	5	-3%	15	-1%

# The listing continues:
molecule	PNC inhibitor	12-hLO inh	IMPase cell inh	15-hLO-2 inh
COCCNC(=O)CCCCCNS(=O)(=O)c1ccc(C)cc1	1	-7%	5	13%
O=C(CSc1nc2ccccc2o1)Nc1cc(C(F)(F)F)ccc1N1CCOCC1	26	-4%	10	-1%
Cc1nn(Cc2ccc([N+](=O)[O-])cc2)c(=O)n1-c1ccccc1	21	-3%	5	-4%
CC1CCN(C(=O)CSc2nc3ccccc3[nH]2)CC1	-26	-2%	0	1%
O=C(NCc1ccco1)c1ccc(Cl)c(S(=O)(=O)N2CCc3ccccc32)c1	10	0%	23	.
CCOC(=O)c1ccc(NCc2ccc(N(C)C)cc2)cc1	-13	7%	5	8%
CC(=O)/C(C(=N)N1CCN(C(c2ccccc2)c2ccccc2)CC1)=C(\C)O	25	-11%	18	-2%
CCn1c(SCC(=O)N/N=C/C(C)=C/c2ccco2)nnc1-c1ccccc1	-13	-9%	5	-15%
CN(C)c1ncc2nc(-c3cccs3)c(=O)n(C3CC3)c2n1	.	-5%	.	-9%
CCOc1ccc(N=CC2=C(O)CC(C)(C)CC2=O)cc1	-21	-3%	-7	-3%
CN(CC(CC(=O)Nc1nncs1)c1ccccc1)S(=O)(=O)c1ccccc1 (stereo unspecified)	-20	-4%	13	-13%
COc1ccccc1NC(=O)C1CCCN(S(=O)(=O)c2cccc3nsnc23)C1 (stereo unspecified)	-7	1%	-1	-3%

# Additional records follow:
molecule	PNC inhibitor	12-hLO inh	IMPase cell inh	15-hLO-2 inh
N#Cc1ccc(C(=O)Nc2cc(S(=O)(=O)Nc3ccc(Cl)cc3)ccc2N2CCCCC2)cc1	-9	2%	.	.
CCN(CC)C(=O)Oc1ccc(Br)c2ccccc12	51	-5%	.	.
Clc1ccc(-n2c(SC/C=C/c3ccccc3)nnc2-c2cccnc2)cc1	?	3%	2	16%
Cc1ccc(-c2c(C)sc(NC(=O)C3C4CCC(O4)C3C(=O)O)c2C(=O)OC(C)C)cc1 (stereo unspecified)	16	1%	-7	-17%
Cc1cc(C(C)(C)C)oc1C(=O)N(CC(=O)NC1CCCC1)Cc1ccc(F)cc1	?	0%	7	5%
O=C1CCN(S(=O)(=O)c2ccccc2)N1	-18	1%	3	10%
c1ccc(-c2nc(CSc3nnnn3-c3ccccc3)cs2)cc1	?	-15%	4	-13%
C/C(=N\NS(=O)(=O)c1ccc(Cl)c([N+](=O)[O-])c1)c1ccc(C)o1	?	0%	?	?
Cc1nc2ccccc2c2oc(C(=O)NCCCN3CCCC3=O)cc12	-7	-4%	?	.
COc1ccc(C(=O)N/N=C/c2ccc(SC)cc2)cc1	20	-1%	.	.
COc1ccc(Nc2nnc(SCC(=O)c3cc(C)n(CC4CCCO4)c3C)s2)cc1 (stereo unspecified)	23	-6%	8	-20%
COc1ccc(-c2cc(C#N)nc(N3CCN(c4ccccc4)CC3)n2)cc1	-18	5%	1	-7%

# Next records follow.
molecule	PNC inhibitor	12-hLO inh	IMPase cell inh	15-hLO-2 inh
Cc1cc2ccccc2c(=O)n1CC(=O)Nc1ccc2c(c1)OCCO2	33	-4%	-6	-1%
CCOCCCNC(=O)c1ccc(NC(C)=O)cc1	?	3%	7	2%
N#CC1=C(N)Oc2c(ccc3ccccc23)C1c1cccs1 (stereo unspecified)	?	-25%	12	-27%
Cc1ccc2nsnc2c1N(S(C)(=O)=O)S(C)(=O)=O	?	-4%	-10	3%
CCC(C)NC(=O)c1cn(C)c(=O)c2cc(OC)c(OC)cc12 (stereo unspecified)	?	2%	4	1%
CC(C)(C)n1ncc2c(=O)n(CC(=O)Nc3ccc4c(c3)OCCO4)cnc21	8	-7%	-4	-7%
O=C(Nc1cccc(C(F)(F)F)c1)C1CCCN(c2ncccn2)C1 (stereo unspecified)	48	-2%	7	5%

# One compound at a time (already shown). Screens in order: PNC inhibitor, 12-hLO inh, IMPase cell inh, 15-hLO-2 inh
# CCOCCCNC(=O)c1ccc(NC(C)=O)cc1 is listed with ?, 3%, 7, 2%
# CCC(C)NC(=O)c1cn(C)c(=O)c2cc(OC)c(OC)cc12 (stereo unspecified) is listed with ?, 2%, 4, 1%
# CC(C)(C)n1ncc2c(=O)n(CC(=O)Nc3ccc4c(c3)OCCO4)cnc21 is listed with 8, -7%, -4, -7%
# O=C(Nc1cccc(C(F)(F)F)c1)C1CCCN(c2ncccn2)C1 (stereo unspecified) is listed with 48, -2%, 7, 5%
# N#CC1=C(N)Oc2c(ccc3ccccc23)C1c1cccs1 (stereo unspecified) is listed with ?, -25%, 12, -27%
